Pin1 inhibitor = human Pin1 inhibition; Pin1 FP peptide displacement, HiFluor488, 10 min; Potency, µM (titrated, usually from 115 µM), inactives show at the highest dose activity, negative = inhibition, usual class: inhibitors; hit rate 0.009% among 390,000; AID 504891; Q13526; active = well fitted inhibition curve with a large enough effect in the polarisation, with a control signal flat, not every such curve was filed as active; inconclusive = small, poorly fitted or top-dose-only effect, or effect the other way, or a change in a side signal; inactive = no such curve, though single readings can be large or run the other way; the % refers to the polarisation; note: % is set by controls: 0 for no effect and ±100 for the full control effect
PGK inhibitor = T. brucei PGK inhibition | P07378 | PGK/GAPDH coupled, Kinase-Glo luminescence, 60 min | Potency, µM (top dose mostly 57.5 µM), inactives show at the top dose activity change, negative = inhibition, hits mostly inhibitors | hit rate 0.043% among 380,000; note: % is set by controls: 0 for no effect and ±100 for the full control effect; nearly all actives have a fitted effect of over 60% in size
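Luminescent ATP detection (Kinase-Glo Plus) follows a 60-minute room-temperature incubation, with wells lacking PGK as controls. Buffer: 100 mM TEA (pH 7.6), 5 mM MgCl2, 0.01% Tween-20. Coupling enzyme GAPDH (100 nM final) supplies unstable 1,3-BPG in-well.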
BAZ2B inh = blocks human BAZ2B; AlphaScreen BAZ2B-H3K14Ac peptide displacement; Q9UIF8; Potency, µM (titrated, usually from 114 µM), for inactives: at the top dose activity change, negative = inhibition, usual class: inhibitors; hit rate 4.4% among 360,000; note: % is set by controls: 0 for no effect and ±100 for the full control effect; nearly all actives have a fitted effect of over 60% in size
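BAZ2B (50 nM) with biotin-H3(5-23)K14Ac peptide (50 nM) in PBS pH 7.4, 0.01% Tween-20, preformed 30 min, then compound 30 min at room temperature; top concentration 110uM. AlphaScreen streptavidin donor/nickel chelate acceptor beads (10 ug/mL final), 20 min dark, signal read.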
GLS inh = inhibitors of human glutaminase (GLS); GLS enzymatic activity, qHTS titration; Potency, µM (top dose mostly 45.5 µM), for the others: at the top dose activity change, negative = inhibition, hits mostly inhibitors; hit rate 0.21% among 410,000; AID 624170; note: % is set by controls: 0 for no effect and ±100 for the full control effect
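Human kidney-isoform GLS in 45 mM KH2PO4 pH 8.2, 0.02% Tween-20, with compound, started with 1mM L-Glutamine (added stock). Glutamate oxidase/HRP/Amplex red coupled fluorescence read at start and after 30 min at RT.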
POLI inh = blocks human DNA polymerase iota activity; Potency, µM (top dose mostly 115 µM), inactives show at the highest dose activity, negative = inhibition, hits mostly inhibitors; Pol iota fluorescent replication assay, 10 min; hit rate 1% among 390,000; AID 588590; Q9UNA4
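Fluorescent replication assay read twice, at 0 min and 10 min after adding 50 nM (final) substrate. Enzyme (10 nM) and compounds were first incubated 15 min at room temperature; enzyme-free buffer wells were negative controls.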
G9a inh = inhibitors of human histone lysine methyltransferase G9a; Q96KQ7; G9a H3K9 monomethylation, AlphaScreen, 2 h; Potency, µM (doses to about 102 µM), without a hit: at the top dose activity, negative = inhibition, hits mostly inhibitors; hit rate 8.8% among 350,000; AID 504332; note: % is set by controls: 0 for no effect and ±100 for the full control effect; nearly all actives have a fitted effect of over 75% in size
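Using a bead-based AlphaScreen, monomethylated H3K9 product from 2 h room-temperature reactions (G9a 20 nM, peptide 500 nM, SAM 20 uM) was detected with 0.5 ug/mL rabbit anti-H3K9me1 antibody.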
HP1b chromo inh = HP1-beta chromodomain-methylated histone interaction inhibition | P83916 | AlphaScreen HP1-beta / biotin-H3K9me3 peptide binding | Potency, µM (series often up to 114 µM), inactives show at the highest dose activity change, negative = inhibition, usual class: inhibitors | hit rate 0.56% among 390,000 | AID 540317; note: nearly all actives have a fitted effect of over 70% in size; inactives centre near 23
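AlphaScreen: HP1-beta (50 nM) preformed 30 min with biotin-H3(1-18)K9me3 peptide (50 nM) in PBS pH 7.4, 0.01% Tween-20. Compound added for 30 min at RT, then streptavidin donor/nickel chelate acceptor beads (10 ug/mL) for 30 min.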
JMJD2A Tudor inh = inhibitors of human JMJD2A Tudor domain. AID 504339. Potency, µM (highest dose often 114 µM), for the others: top-dose activity change, negative = inhibition, usual class: inhibitors. O75164. AlphaScreen JMJD2A-Tudor / H3K4me3 peptide binding. hit rate 4.4% among 390,000; note: % is set by controls: 0 for no effect and ±100 for the full control effect; nearly all actives have a fitted effect of over 50% in size
BLM helicase inh = inhibitors of human Bloom syndrome helicase BLM | AID 2528 | hit rate 0.2% among 350,000 | Potency, µM (series often up to 56.1 µM), for inactives: at the top dose activity change, negative = inhibition, actives largely listed as inhibitors | recombinant BLM DNA unwinding, fluorescence dequenching;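 note: plate controls were vehicle for no effect and no enzyme for full effect; nearly all actives have a fitted effect of over 35% in size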
* hit, by the source's call; i = inactive; ? = inconclusive; / = not tested or not shown; [ ] = dose if it differs, or a comment. Unless noted, calls come from the whole dose curve; as a rule, active = well fitted curve in the direction sought with a large enough effect; inconclusive = small, poorly fitted or top-dose-only effect, or another doubt; inactive = no such curve, though single readings can be large; an effect the other way counts as inactive or inconclusive. Potency is the fitted concentration of half-maximal effect. Some of the compounds tested; the hit share may differ from the screen's.

Sequence of screens – BLM helicase inh, HP1b chromo inh, POLI inh, Pin1 inhibitor, GLS inh, JMJD2A Tudor inh, BAZ2B inh, G9a inh, PGK inhibitor
1. CCOc1ccc(NC(=O)[C@H](C)NC(=O)C2CC(=O)N(c3ccc(OC)cc3)C2)cc1 (stereo not given in full)
    0%, 43%[activator], -11%, -2%, -6%, 1%, -39%, 9%, 5%
2. O=C(COC(=O)CCCNC(=O)c1ccc(Cl)cc1)Nc1cc(Cl)c(Cl)cc1Cl
    -10%, 32%, 12%, 0%, 0%, -8%, -4%, 2%[59 µM], -3%
3. CCN(CC)c1nc2ccccc2nc1C(=O)Nc1cc(OC)c(OC)c(OC)c1
    -2%, 12%, -7%, ?, 3%, ?, ?, 0%[59 µM], 10%
4. CCOC(=O)C1=C(C)Nc2ncnn2C1c1cccs1 (stereo not given)
    -2%, 18%, 2%, ?, 31%[activator], -19%, -5%[57.1 µM], 4%, -7%
5. COC(=O)c1ccc(/C=N/n2c(C)nc3ccccc3c2=O)cc1
    -9%, 29%, -28%, 1%, 0%, -2%, 11%, 19%, -4%
6. CCC(C)(C)C(=O)Nc1cccc(Cl)c1C
    -2%, 36%, 35%[activator], -9%, 4%, -10%, -4%, 8%, -1%
7. COn1c(C)c(C(C)=O)c2c3nonc3ccc21
    -6%, 24%, 12%, 1%, -2%, 2%, 13%, 3%, -7%
8. COc1ccc(C(=O)Nc2nc3ccccc3[nH]2)cc1S(=O)(=O)N1CCOCC1
    1%, 27%, 7%, ?, 2%, -27%, ?, 47%[activator], -6%
9. CC(=O)c1cccc(NC(=O)CN(C)S(=O)(=O)c2ccc3c(c2)CCC(=O)N3)c1
    1%, 10%, -1%, 0%, 0%, -12%, 8%, /, i
10. O=C(N/C(=C/c1cccnc1)C(=O)N1CCCCCC1)c1ccccc1
    0%, 9%, 108%[activator], 7%, 1%, -12%, 2%, 15%, i
11. COC(=O)c1ccccc1NC(=O)c1ccc2nc(CCc3ccccc3)oc2c1
    -2%, 47%[57 µM], 20%, -4%, -6%, -7%, 30%, -1%[59 µM], i
12. O=C(COC(=O)c1ccc(O)cc1)NC1CCCCCC1
    /, 28%, -12%, -2%, -1%, -11%, -4%, -12%[2.33 µM], -10%
13. O=S(=O)(CCN1CCN(c2ccccc2O)CC1)c1cc(Cl)ccc1Cl
    /, 22%, 31%[activator], -1%, 14%, -22%, 1%, 45µM*, -8%
14. CCCOC(=O)NC1C(NC(=O)OCCC)N(C)C(=O)N1C (stereo not given)
    0%, 24%, -6%, -3%, -4%, -1%, 10%, -3%[12.7 µM], 5%
15. O=C(NCCc1ccccc1)c1ccc(CSc2nc3cccnc3n2Cc2ccccc2)cc1
    -5%, 2%, 23%, 39%[activator], 5%, ?, -9%, -40%[59 µM], -8%
16. COc1ccccc1N1CCN(CC(=O)c2c(C)[nH]c3ccccc23)CC1
    1%, 27%, 23%, -7%, 64%[activator], -19%, 1%, ?, -6%
17. O=C1CC(N2CCOCC2)C(=O)N1CCc1ccccc1 (stereo not given)
    0%, 19%, 1%, -1%, 2%, -9%, 4%, -3%, -14%
18. CCOc1cc(/C=C2/COc3ccccc3C2=O)ccc1OCC(=O)N(C)C
    -5%, 17%, ?, 2%, 6%, -8%, -29%, ?, 6%
19. Cc1ccc(NC(=O)COC(=O)Cc2ccsc2)cc1S(=O)(=O)N1CCOCC1
    1%, 31%, 9%, -1%, -11%, -9%, 1%, -4%, i
20. COc1ccc(OC)c(Nc2nc(-c3sc(C)nc3C)cs2)c1
    -14%, ?, 7%, ?, 6%, 40µM*, 32µM*, 50µM*, 12%
21. CC(NC(=O)c1cc2cc(F)ccc2[nH]1)c1ccccc1 (stereo not given)
    -7%, 7%, 4%, 1%, 11%, -26%, -38%, -5%, 3%
22. CCOC(=O)c1nn(-c2ccc(Br)cc2)cc1C(=O)c1cccc2ccccc12
    -1%, 40%, 16%, 1%, -1%, -6%, 6%, 7%[59 µM], 11%
23. C/C(=N\O)c1ccc(N2C(=O)C3CC=C(Cl)CC3C2=O)cc1 (stereo not given)
    0%, 15%, 9%, 1%, 35%[activator], -7%, 7%, -5%[59 µM], 4%
24. COc1cccc(NC(=O)CCC(=O)NCc2ccco2)c1
    -2%, 12%, 15%, -8%, 0%, -6%, 6%, -3%[59 µM], 7%
25. CCc1ccc(-n2c(Cn3nc(C(F)(F)F)cc3C)n[nH]c2=S)cc1
    -3%, 26%, -5%[58.9 µM], -10%, -18%, -14%, ?, ?, -7%
26. CC(C)N(Cc1ccccc1)C(=O)Cn1ncc2c([nH]c3ccccc32)c1=O
    -1%, 13%, 10%, 33%[activator], 1%, -16%, -2%, -4%[59 µM], -9%
27. CCCC(=O)Oc1ccccc1C1SCc2cc(C)c(C)cc2CS1
    4%, 37%, 23%, -9%, 0%, -2%, -1%, -44%, -3%
28. CCOc1ccccc1/C=C(\C(=O)O)c1ccc(S(=O)(=O)N2CCCCC2)s1
    /, 48%[activator], ?, 0%, 46%[activator], -8%, /, /, -9%
29. COc1ccc(C2CC(=O)Oc3c(C(CCN4CCOCC4)c4ccc5c(c4)OCO5)c(OC)cc(OC)c32)cc1 (stereo not given)
    0%, -28%, ?, -6%, /, 56µM*, /, /, /
30. Cn1cnnc1SCC(=O)c1ccc(OC(F)F)cc1
    0%, 17%, 23%, 7%, 15%, 32µM*, 1%, ?, -8%
31. COc1ccc(NC(=O)c2cc(=O)[nH]c(=O)[nH]2)cc1S(=O)(=O)Nc1ccccc1Cl
    -10%, 27%, -1%, 17%, -10%, -8%, -12%, 8%, -1%
32. COCCn1c(C)cc(C(=O)COC(=O)c2ccc(NC(=O)CC#N)cc2)c1C
    -16%, -19%, ?, ?, 4%, -27%, -11%, ?, -10%
33. Cc1c(Cc2ccccc2)c(=O)oc2cc(OC(=O)c3ccccc3)ccc12
    -3%, 35%, 4%, 2%, 3%, 11%, 11%, 15%, -6%
34. CC1(C(=O)O)CCC(C(=O)Nc2ccc(OC(F)(F)Cl)cc2)C1(C)C (stereo not given)
    0%, 41%[activator], -8%, -4%, -1%, -8%, 7%, 18%, 1%
35. Cc1c(CCOC(=O)CC23CC4CC(CC(C4)C2)C3)sc[n+]1CC(=O)c1ccccc1
    -2%, 14%, 31%[activator], 7%, -7%, -32%, -15%, /, i
36. O=C1CC2CCCN2C=C1I (stereo not given)
    /, 23%, 39%, ?, -2%, 18µM*, /, /, 0%
37. CCCc1nnc(NC(=S)Nc2ccccc2)s1
    -2%, 3%, 120%[activator], 12%, 4%, -18%, /, 3%, -2%
38. COc1ccc(NS(=O)(=O)c2ccc(NC(=O)C3CCCO3)cc2)cc1 (stereo not given)
    -5%, 25%, -13%[58.9 µM], 4%, 34%[activator], -1%, -5%, -1%[12.7 µM], 4%
39. Cc1ccc(Nc2ncnc3sc(C)c(C)c23)cc1C
    -1%, 30%, -19%, -4%, -7%, -18%, 10%, 12%[12.7 µM], -13%
40. Cn1c(=O)[nH]c(=O)c2c1nc(Br)n2Cc1ccccc1F
    2%, 17%, 22%, -1%, 3%, 1%, -28%, -46%, 7%
41. COc1ccc(C(C)NC(=O)C2CCCO2)cc1OC (stereo not given)
    0%, 21%, 14%, -5%, 0%, -17%, 11%, -5%[12.7 µM], 1%
42. CCN(Cc1ccccc1)C(=O)COC(=O)c1n[nH]c2ccccc12
    -5%, 24%, 0%, ?, 1%, -3%, ?, -42%[59 µM], -4%
43. Fc1ccc(NC(=S)NCCc2ccccc2)c(F)c1F
    -3%, 23%, 24%, 1%, -7%, 5%, -9%, 14%, -3%
44. O=C(c1ccc(F)cc1Cl)N(Cc1ccco1)C1CCS(=O)(=O)C1 (stereo not given)
    /, 45%[activator], 20%, 4%, 4%, -12%, -2%, 15%[2.33 µM], 0%
45. CN(CCOc1ccccc1)CC(=O)Nc1ccc(Cl)cc1[N+](=O)[O-]
    -6%, 25µM*, 159%[activator], 1%, -5%, 0.79µM*, 13µM*, 3.5µM*, 5%

Entries from the list above that contain fluorine, in the order listed:
Sequence of screens – BLM helicase inh, HP1b chromo inh, POLI inh, Pin1 inhibitor, GLS inh, JMJD2A Tudor inh, BAZ2B inh, G9a inh, PGK inhibitor
21. CC(NC(=O)c1cc2cc(F)ccc2[nH]1)c1ccccc1 (stereo not given)
    -7%, 7%, 4%, 1%, 11%, -26%, -38%, -5%, 3%
25. CCc1ccc(-n2c(Cn3nc(C(F)(F)F)cc3C)n[nH]c2=S)cc1
    -3%, 26%, -5%[58.9 µM], -10%, -18%, -14%, ?, ?, -7%
30. Cn1cnnc1SCC(=O)c1ccc(OC(F)F)cc1
    0%, 17%, 23%, 7%, 15%, 32µM*, 1%, ?, -8%
34. CC1(C(=O)O)CCC(C(=O)Nc2ccc(OC(F)(F)Cl)cc2)C1(C)C (stereo not given)
    0%, 41%[activator], -8%, -4%, -1%, -8%, 7%, 18%, 1%
40. Cn1c(=O)[nH]c(=O)c2c1nc(Br)n2Cc1ccccc1F
    2%, 17%, 22%, -1%, 3%, 1%, -28%, -46%, 7%
43. Fc1ccc(NC(=S)NCCc2ccccc2)c(F)c1F
    -3%, 23%, 24%, 1%, -7%, 5%, -9%, 14%, -3%
44. O=C(c1ccc(F)cc1Cl)N(Cc1ccco1)C1CCS(=O)(=O)C1 (stereo not given)
    /, 45%[activator], 20%, 4%, 4%, -12%, -2%, 15%[2.33 µM], 0%

Source: PubChem BioAssay
